# SMN2 splice up: enhancers of SMN2 splice variant expression | AID 1458 | HEK293 SMN2-luciferase splicing reporter, luminescence, 30-36 h | actives 2.8% (n = 210,000) | Potency, µM (titrated, usually from 46.1 µM), inactives show at the top dose activity change, positive = activation, usual class: activators; note: % of control where 0% means no effect; nearly all actives have a fitted effect of over 55% in size
#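 HEK293 cells carry an SMN2 minigene-luciferase reporter in which exon 7 inclusion puts luciferase in frame. Cells were seeded at 2000 cells/well, attached for 10-12 hours, then exposed to compounds for 30-36 hours at 37C before ONE-Glo luminescence.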
# RECQ1 inh: RECQ1 (human) helicase inhibition. actives 0.54% (n = 240,000). RECQ1 DNA unwinding, red fluorescence kinetic read. Potency, µM (series often up to 57.3 µM), without a hit: top-dose activity, negative = inhibition, hits mostly inhibitors;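 note: plate controls were vehicle for no effect and no enzyme for full effect; nearly all actives have a fitted effect of over 30% in size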
#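 50 nM RECQ1T1 preincubated 15 min with compound in Tris pH 8.0 buffer with MgCl2, DTT, Tween-20 and 2.5 ug/ml poly(dI-dC); started with 200 nM TAMRA/BHQ-2 forked duplex and 2 mM ATP. Unwinding read as fluorescence (525/598 nm), two reads 2 h apart.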
# RGS12 GoLoco inh: RGS12 GoLoco-Gai1 interaction inhibition; P63096; Gai1:RGS12 GoLoco peptide FP, rhodamine, 10 min; Potency, µM (doses to about 61.6 µM), inactives show at the top dose activity, negative = inhibition, most hits filed as inhibitors; actives 0.44% (n = 230,000); AID 880; active = well fitted inhibition curve with a large enough effect, not every such curve was filed as active; inactive = no such curve, though single readings can be large or run the other way; note: % is set by controls: 0 for no effect and ±100 for the full control effect; nearly all actives have a fitted effect of over 30% in size; many of its hits are not listed in these tables
# LMNA splice mod: modulators of lamin A splicing. HeLa LMNA splicing GFP/RFP minigene ratio, 48 h. Potency, µM (titrated, usually from 46.1 µM), for the others: top-dose ratio change, negative = inhibition, hits mostly inhibitors. actives 0.01% (n = 200,000); active = well fitted inhibition curve with a large enough effect in the signal ratio, with a control signal flat, not every such curve was filed as active; inconclusive = small, poorly fitted or top-dose-only effect, or effect the other way, or a change in a side signal; the % refers to the signal ratio; note: % is set by controls: 0 for no effect and ±100 for the full control effect
#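 S3 HeLa stable clones carrying a lamin A-EGFP splicing minigene plus DsRed2 were seeded at 600 cells/well in Opti-MEM with 2% FBS, pin-dosed and incubated 48 h at 37°C. Acumen cytometry (488 nm) gave the GFP/RFP total-intensity ratio.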
# ALDH1A1 block: inhibitors of human aldehyde dehydrogenase 1A1; Purified ALDH1A1, NADH fluorescence, propionaldehyde substrate; actives 7.3% (n = 220,000); AID 1030; Potency, µM (series often up to 75.3 µM), for the others: at the top dose activity, negative = inhibition, actives largely listed as inhibitors; P00352; active = well fitted inhibition curve with a large enough effect, not every such curve was filed as active; inconclusive = small, poorly fitted or top-dose-only effect, or another doubt; inactive = no such curve, though single readings can be large or run the other way;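 note: plate controls were no enzyme wells and a reference inhibitor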
# Target sequence (P00352 whole entry, looked up): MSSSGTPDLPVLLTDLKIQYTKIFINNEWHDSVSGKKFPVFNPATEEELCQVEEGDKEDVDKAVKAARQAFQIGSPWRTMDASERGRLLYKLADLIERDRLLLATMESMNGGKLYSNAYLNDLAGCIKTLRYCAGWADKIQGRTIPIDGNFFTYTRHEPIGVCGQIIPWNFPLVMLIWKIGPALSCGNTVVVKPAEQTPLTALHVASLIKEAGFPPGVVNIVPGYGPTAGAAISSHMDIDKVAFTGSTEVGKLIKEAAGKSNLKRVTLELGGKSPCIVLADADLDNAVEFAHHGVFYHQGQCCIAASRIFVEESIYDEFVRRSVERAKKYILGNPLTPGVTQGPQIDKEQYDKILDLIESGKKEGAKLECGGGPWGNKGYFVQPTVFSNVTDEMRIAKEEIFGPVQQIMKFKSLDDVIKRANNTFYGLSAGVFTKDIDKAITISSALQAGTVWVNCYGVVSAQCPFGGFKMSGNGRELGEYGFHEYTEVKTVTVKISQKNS
# TRb-SRC2 inh: inhibitors of human thyroid hormone receptor beta-SRC2 interaction; P10828; AID 1469; actives 0.065% (n = 280,000); Potency, µM (top dose mostly 106 µM), for inactives: at the highest dose activity change, negative = inhibition, most hits filed as inhibitors; TRbeta-SRC2 peptide binding, fluorescence polarization; receptor liganded with 1 µM T3;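 note: plate controls were bound peptide for no effect and peptide without receptor for full effect; nearly all actives have a fitted effect of over 50% in size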
# Target sequence (P10828 whole entry, looked up): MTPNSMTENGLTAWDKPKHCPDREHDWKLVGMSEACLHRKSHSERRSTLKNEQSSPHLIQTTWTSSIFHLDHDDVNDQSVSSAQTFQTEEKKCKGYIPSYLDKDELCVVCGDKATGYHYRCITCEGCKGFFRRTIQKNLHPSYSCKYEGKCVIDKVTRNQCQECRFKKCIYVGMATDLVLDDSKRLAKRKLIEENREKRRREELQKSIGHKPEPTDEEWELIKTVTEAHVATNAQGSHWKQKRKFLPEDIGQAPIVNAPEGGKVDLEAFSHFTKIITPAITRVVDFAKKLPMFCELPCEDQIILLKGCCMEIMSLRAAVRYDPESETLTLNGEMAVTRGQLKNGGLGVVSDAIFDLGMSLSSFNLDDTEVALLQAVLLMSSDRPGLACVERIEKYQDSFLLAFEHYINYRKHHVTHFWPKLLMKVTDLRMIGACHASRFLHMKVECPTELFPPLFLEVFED
#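 Human TRb LBD (0.6 uM) plus Texas Red-labeled SRC2 peptide (20 nM), 1uM T3, 5% DMSO, 5 hr at ambient temperature. Decreased polarization (555/632 nm) flags inhibition; data normalized to free and bound peptide controls.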
# KDM4E inh: blocks human JMJD2E demethylase activity; Potency, µM (titrated, usually from 57.1 µM), for inactives: top-dose activity change, negative = inhibition, usual class: inhibitors; B2RXH2; actives 1.6% (n = 230,000); JMJD2E catalytic domain, FDH-coupled NADH fluorescence (FDH is formaldehyde dehydrogenase); active = well fitted inhibition curve with a large enough effect, not every such curve was filed as active; inconclusive = small, poorly fitted or top-dose-only effect, or another doubt; inactive = no such curve, though single readings can be large or run the other way;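 note: 0% = wells with enzyme and -100% = buffer wells without enzyme; nearly all actives have a fitted effect of over 50% in size; many of its hits are not listed in these tables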
# TR SRC2 fluor cs: Texas Red fluorescence interference in TRb-SRC2 counter-screen; TRb/SRC2 Texas Red total fluorescence interference; Potency, µM (highest dose often 106 µM), inactives show top-dose fluorescence change, negative = quenching; actives 0.29% (n = 280,000); AID 1479; active = well fitted curve in either direction with a large enough effect; inconclusive = small, poorly fitted or top-dose-only effect; note: % is set by controls: 0 for no effect and ±100 for the full control effect
#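 Flags fluorescent or light-absorbing compounds by total fluorescence, S + 2P, at 555 nm excitation and 632 nm emission. Mixture: 20 nM Texas Red SRC2 peptide, 0.6 uM human TRb LBD, 1 uM T3, 5% DMSO; compound exposure 5 h at ambient temperature.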
# The depositor's hits bear a star; i = inactive; u = inconclusive; x = not tested or not shown; [ ] = remark or other dose. Unless noted, calls come from the whole dose curve; as a rule, active = well fitted curve in the direction sought with a large enough effect; inconclusive = small, poorly fitted or top-dose-only effect, or another doubt; inactive = no such curve, though single readings can be large; an effect the other way counts as inactive or inconclusive. Potency is the fitted concentration of half-maximal effect. Some of the compounds tested (hit frequency here may not be typical).
# Each structure is followed by: SMN2 splice up	RECQ1 inh	RGS12 GoLoco inh	LMNA splice mod	ALDH1A1 block	TRb-SRC2 inh	KDM4E inh	TR SRC2 fluor cs
COc1cccc(OCC(=O)N(Cc2nc(-c3ccc(Cl)cc3)no2)C(C)C)c1
  -13%	-17%	3%	-1%	-6%	-3%	1%	0%
COc1ccc(S(=O)(=O)N(CC(=O)N2CCCC2)Cc2ccccc2)cc1
  -3%	-5%	-4%	-2%	2%	-3%	6%	-4%
O=C(N/N=C/c1ccccn1)c1cc(-c2ccc(Cl)cc2)nc2ccccc12
  -81%[inhibitor]	4%	4%	-15%	13%	2%	u	-5%
O=S(=O)(NCc1ccco1)c1cccc(S(=O)(=O)N2CCOCC2)c1
  -3%	-3%	5%	-6%	-10%	-6%	-1%	-2%
CCOc1nsc(OCC)n1
  x	i	10%	x	x	5%	2%	-1%
N#Cc1ccc2ccn(CC(=O)NC3CCCCCC3)c2c1
  -4%	9%	-1%	-5%	u	0%	u	0%
COC(=O)N/N=C/c1cc(C)n(-c2ccc(Br)cc2)c1C
  x	i	0%	x	u	3%	25µM*	-3%
Cc1ccc(NC(=S)N2CCC(c3nc4ccccc4s3)CC2)cc1C
  -20%	-13%	9%	-7%[0.0737 µM]	-4%	-10%	0%	-1%
Cc1cccc(CN2C(=O)N/C(=C/c3cc(C)n(-c4ccccn4)c3C)C2=O)c1
  6%	-15%	16%	-8%	u	-3%	u	0%
CC(C)(C)NC(=O)NC(=O)COC(=O)c1ccco1
  -4%	i	5%	6%	7%	-16%	8%	-2%
Nc1ccc(C(=O)OCc2ccncc2)cc1[N+](=O)[O-]
  9%	i	5%	-4%[46 µM]	3%	-1%	13%	-4%
O=C(Cn1cc([N+](=O)[O-])cn1)NCCc1c[nH]c2ccccc12
  -3%	i	-5%	12%[9.22 µM]	-4%	-2%	2%	-1%
CC/C(=N\NC(=O)c1ccc2c(c1)OCO2)C12CC3CC(CC(C3)C1)C2
  -22%	i	0%	-13%	u	-8%	44%[activator]	-4%
O=C(NCc1ccc(F)cc1)c1nc(-c2cccs2)no1
  9%	-5%	-5%	x	6%	0%	0%	1%
Cc1ccc(NC(=O)CCN2C(=O)c3ccncc3C2=O)cc1
  12%	-12%	2%	9%	8%	4%	6%	0%
NS(=O)(=O)c1cccc(NC(=O)COc2ncnc3c2cnn3-c2ccccc2)c1
  14%	i	27%	x	-9%	11%	-4%	0%
COc1ccc(NC(=O)C(=O)NCCN2CCN(C(=O)C(c3ccccc3)c3ccccc3)CC2)cc1
  11%	-1%	9%	6%	u	-6%	4%	-2%
O=C(c1ccncc1)N1CCC2(CC1)CCN(c1ccc(-c3ccccc3)cc1)CC2
  -52%[inhibitor]	-2%	8%	x	-13%	x	x	x
CC(=O)O/N=C(/c1nonc1N)N(C)C
  8%	16%	3%	x	1%	4%	10%	2%
Cc1csc2nc(CNC(=O)CCC(=O)O)cn12
  15%	-5%	1%	9%	4%	-2%	2%	1%
CN=C1SC(CC(=O)Nc2cccc(C(F)(F)F)c2)C(=O)N1C (stereo not drawn)
  -5%	i	3%	-7%	4%	0%	5%	1%
Cc1cc(NS(=O)(=O)c2ccc(NC(=O)c3cc(-c4ccccc4Cl)nc4ccccc34)cc2)no1
  8%	10%	9%	12%	11%	-2%	7%	1%
CCc1ccc(S(=O)(=O)NCc2cn3ccccc3n2)s1
  -30%	-4%	2%	u	4%	-3%	-4%	-3%
COc1cc(CC(=O)OCC(=O)Nc2ccc([N+](=O)[O-])cc2)cc(OC)c1OC
  10%	i	5%	-6%[46 µM]	1%	2%	3%	-2%
COc1ccc(C(C)=O)cc1CSc1nnc(SCc2cc(C(C)=O)ccc2OC)s1
  x	21%	-2%	x	x	-5%	4%	-2%
COc1ccc(NC(=O)N2CC[C@@]3(CCCN(C(C)=O)C3)C2)cc1
  -5%	-2%	9%	x	u	x	x	x
COc1ccccc1/C=C/C=N\N1CCN(Cc2ccccc2Cl)CC1
  4%[1.84 µM]	0%	4%	u	20µM*	13%	0%	0%
Cc1ccc(NC(=O)c2nc[nH]c2C(=O)N2CCN(c3ccccc3)CC2)cc1
  x	-7%	-1%	x	x	3%	u	-2%
Nc1nc(SCc2ccccc2)ns1
  13µM*	-3%	-1%	0%	-3%	-5%	3%	-1%
Cc1ccc2[nH]c(=O)c(CN(C(=O)c3cccc([N+](=O)[O-])c3)C(C)(C)C)cc2c1
  x	-1%	6%	x	x	5%	9%	2%

# 3 compounds drawn at random from those above, as already listed:
# Each structure is followed by: SMN2 splice up	RECQ1 inh	RGS12 GoLoco inh	LMNA splice mod	ALDH1A1 block	TRb-SRC2 inh	KDM4E inh	TR SRC2 fluor cs
COc1ccc(NC(=O)N2CC[C@@]3(CCCN(C(C)=O)C3)C2)cc1
  -5%	-2%	9%	x	u	x	x	x
COc1ccc(C(C)=O)cc1CSc1nnc(SCc2cc(C(C)=O)ccc2OC)s1
  x	21%	-2%	x	x	-5%	4%	-2%
Cc1ccc(NC(=O)c2nc[nH]c2C(=O)N2CCN(c3ccccc3)CC2)cc1
  x	-7%	-1%	x	x	3%	u	-2%

# The list goes on:
Compound	SMN2 splice up	RECQ1 inh	RGS12 GoLoco inh	LMNA splice mod	ALDH1A1 block	TRb-SRC2 inh	KDM4E inh	TR SRC2 fluor cs
CCN1C(=O)/C(=C/c2cc(C)n(C)c2C)SC1=Nc1ccc(OC)cc1	-13%	-6%	10%	3%	1.3µM*	-1%	-21%	-1%
O=S(=O)(NCCN1CCCC1)c1cccc2cccnc12	-21%	-1%	7%	0%	1%	5%	-2%	1%
Cc1ccc(NC(=O)Cn2cnc3c(nnn3Cc3ccc(F)cc3)c2=O)cc1	-1%	i	4%	10%[46 µM]	14%	3%	3%	-1%
COc1cccc(CN(CC2CCCO2)S(=O)(=O)c2ccc(S(=O)(=O)NCC3CCCO3)cc2)c1OC (stereo not drawn)	-3%	i	-2%	5%	-9%	-14%	5%	0%
CCCCN(CCCC)CCNC(=O)c1ccc2nc(-c3ccccc3NC(C)=O)c(=O)[nH]c2c1	6%	-2%	4%	-7%[46 µM]	-9%	6%	-7%	2%
O=C(Nc1ccccc1)Nc1nccs1	u	-18%	-1%	10%[0.0737 µM]	-1%	-19%	-4%	1%
COCCCNC(=O)CN1C(=O)c2ccccc2C1=O	-4%	-11%	7%	10%	10%	-5%	7%	-2%
Nc1c(-c2ccsc2)cnc2ncnn12	3%	i	2%	12%[46 µM]	6%	-3%	-24%	-2%
CC(C)OC(=O)CSc1nc2ncc(Cl)cc2[nH]1	-5%	u	5%	5%	-4%	-3%	-5%	1%
CCc1c(C)nc2ncnn2c1N1CCCC(C(=O)NCc2ccc3c(c2)OCO3)C1 (stereo not drawn)	-10%	u	-7%	u	-6%	11%	3%	0%
CCOC(=O)c1sc(/N=C/c2c(C)[nH]n(-c3ccccc3)c2=O)c(C#N)c1C	-2%	-14%	-1%	1%	-4%	-13%	-1%	0%
COc1ccc(C(=O)OC(C(=O)c2ccc(C)cc2)c2ccccc2)cc1 (stereo not drawn)	-15%	-14%	-9%	2%	-1%	5%	-5%	0%
CCCNS(=O)(=O)c1ccc(CCC(=O)NCc2ccc3c(c2)OCO3)cc1	-11%	1%	7%	u	u	-8%	6%	1%
Cc1cc(Oc2ccc(=O)n(C)n2)nc(SCCOc2ccccc2)n1	x	-3%	1%	x	x	-10%	0%	-5%
Cc1c(Br)c([N+](=O)[O-])nn1CC(=O)Nc1nccs1	4%	i	0%	5%[46 µM]	-2%	-2%	-4%	-7%
Cc1cc(N)ccc1NC(=O)c1ccccc1	3%	1%	10%	21%	-2%	-19%	8%	1%
O=C(CCCCCn1c(=S)[nH]c2cc3c(cc2c1=O)OCO3)N1CCN(C2CCCCC2)CC1	-72%[inhibitor]	-5%	2%	u	-4%	-11%	-3%	-1%
C=CCOC(=O)C1=C(C)NC(SCC(=O)N(CC)CC)=C(C#N)C1c1ccccc1 (stereo not drawn)	-14%	-12%	0%	-1%	u	5%	u	-2%
CCOc1ccc(Cn2c(O)cc(=O)[nH]c2=O)cc1	0%	0%	97%[activator]	-7%	18µM*	-22%	u	-4%
O=C(Nc1ccccc1Cl)c1cc(S(=O)(=O)N2CCCCC2)ccc1N1CCOCC1	-20%	-23%	5%	7%	-4%	-8%	u	-1%
Cc1ccccc1OC1C=CC(c2ccccc2)OC1CO (stereo not drawn)	x	-3%[11.5 µM]	x	x	0%[13.5 µM]	3%[11.2 µM]	x	-4%[11.2 µM]
Cc1cc(C)n2c(SCC(=O)NC3CCCCC3)nnc2n1	x	0%	7%	x	8%	-7%	-5%	-2%
CCOc1ccc(N=Nc2cc(C(C)C)ccc2O)cc1	-13%	-8%	2%	-8%	4%	4%	-1%	1%
COc1ccc(N(CC(=O)N2CCN(c3ccccc3)CC2)S(=O)(=O)c2c(C)noc2C)cc1	5%	-4%	-1%	2%	11%	5%	5%	-6%
Cc1ccc(CC2CC(=O)N(c3ccc(Cl)cn3)C2=O)cc1 (stereo not drawn)	u	-4%	10%	4%	4%	-7%	1%	-3%
